Bioassay records from PubChem.
PGK inhibitor = T. brucei PGK inhibition | Potency, µM (top dose mostly 57.5 µM), without a hit: at the highest dose activity change, negative = inhibition, actives largely listed as inhibitors | 380,000 compounds, 0.043% hits | P07378 | AID 602233 | PGK/GAPDH coupled, Kinase-Glo luminescence, 60 min; note: potency is the fitted concentration of half-maximal effect; % is set by controls: 0 for no effect and ±100 for the full control effect; nearly all actives have a fitted effect of over 60% in size
Target sequence (P07378 whole entry, looked up): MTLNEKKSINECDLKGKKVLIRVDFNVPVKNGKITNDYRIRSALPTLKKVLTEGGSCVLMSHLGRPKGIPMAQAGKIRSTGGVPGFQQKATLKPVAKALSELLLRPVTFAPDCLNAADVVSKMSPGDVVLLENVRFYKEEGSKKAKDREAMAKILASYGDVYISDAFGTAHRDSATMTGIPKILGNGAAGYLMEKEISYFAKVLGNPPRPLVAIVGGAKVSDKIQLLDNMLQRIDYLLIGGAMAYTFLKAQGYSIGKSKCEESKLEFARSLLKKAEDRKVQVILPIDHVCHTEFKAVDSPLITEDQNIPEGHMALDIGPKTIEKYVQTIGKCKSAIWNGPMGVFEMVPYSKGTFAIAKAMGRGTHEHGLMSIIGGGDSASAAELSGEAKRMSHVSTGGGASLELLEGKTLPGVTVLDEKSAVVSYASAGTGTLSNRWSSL
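Luminescent ATP detection (Kinase-Glo Plus) follows a 60-minute room-temperature incubation, with wells lacking PGK as controls. Buffer: 100 mM TEA (pH 7.6), 5 mM MgCl2, 0.01% Tween-20. Coupling enzyme GAPDH (100 nM final) supplies unstable 1,3-BPG in-well.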
HP1b binding inh = blocks HP1-beta chromodomain binding to methylated histone tails. AlphaScreen HP1-beta / biotin-H3K9me3 peptide binding. P83916. AID 540317. Potency, µM (doses to about 114 µM), without a hit: top-dose activity change, negative = inhibition, usual class: inhibitors. 390,000 compounds, 0.56% hits; note: potency is the fitted concentration of half-maximal effect; nearly all actives have a fitted effect of over 70% in size; inactives centre near 23
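Compound inhibition of the preformed complex between 50 nM HP1-beta and 50 nM biotinylated H3K9me3 peptide was read by AlphaScreen. Buffer was PBS pH 7.4 with 0.01% Tween-20. Incubations ran 30 min at room temperature, with 10 ug/mL donor/acceptor beads.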
JMJD2A Tudor = blocks the human JMJD2A Tudor domain; O75164; AlphaScreen JMJD2A-Tudor / H3K4me3 peptide binding; Potency, µM (titrated, usually from 114 µM), for inactives: at the highest dose activity change, negative = inhibition, actives largely listed as inhibitors; 390,000 compounds, 4.4% hits; note: potency is the fitted concentration of half-maximal effect; % is set by controls: 0 for no effect and ±100 for the full control effect; nearly all actives have a fitted effect of over 50% in size
POLH inh = blocks human DNA polymerase eta activity; 390,000 compounds, 1.2% hits; Potency, µM (doses to about 114 µM), for inactives: top-dose activity change, negative = inhibition, hits mostly inhibitors; Q9Y253; recombinant Pol eta, fluorescent DNA replication assay; note: potency is the fitted concentration of half-maximal effect; % is set by controls: 0 for no effect and ±100 for the full control effect
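Fluorescent replication assay: 50 nM final substrate added after a 15 min room-temperature compound preincubation with 10 nM enzyme. Signal taken at 0 min and again at 10 min.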
G9a block = inhibitors of human histone lysine methyltransferase G9a | Q96KQ7 | G9a H3K9 monomethylation, AlphaScreen, 2 h | Potency, µM (highest dose often 102 µM), inactives show top-dose activity, negative = inhibition, hits mostly inhibitors | 350,000 compounds, 8.8% hits | AID 504332; note: potency is the fitted concentration of half-maximal effect; % is set by controls: 0 for no effect and ±100 for the full control effect; nearly all actives have a fitted effect of over 75% in size
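Using a bead-based AlphaScreen, monomethylated H3K9 product from 2 h room-temperature reactions (G9a 20 nM, peptide 500 nM, SAM 20 uM) was detected with 0.5 ug/mL rabbit anti-H3K9me1 antibody.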
PI4K2A block = blocks human PI4K2A kinase activity | Q9BTU6 | purified PI4K2A, ADP-Glo luminescence, 1 h; hits give low values | activity change, negative = inhibition, % at 76.9 µM | 420,000 compounds, 0.13% hits | AID 1346378; in the data active = activity change below about -50%; inconclusive = mostly about -30% to -49%;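 note: -100% = wells without enzyme as full effect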
Target sequence (Q9BTU6 whole entry, looked up): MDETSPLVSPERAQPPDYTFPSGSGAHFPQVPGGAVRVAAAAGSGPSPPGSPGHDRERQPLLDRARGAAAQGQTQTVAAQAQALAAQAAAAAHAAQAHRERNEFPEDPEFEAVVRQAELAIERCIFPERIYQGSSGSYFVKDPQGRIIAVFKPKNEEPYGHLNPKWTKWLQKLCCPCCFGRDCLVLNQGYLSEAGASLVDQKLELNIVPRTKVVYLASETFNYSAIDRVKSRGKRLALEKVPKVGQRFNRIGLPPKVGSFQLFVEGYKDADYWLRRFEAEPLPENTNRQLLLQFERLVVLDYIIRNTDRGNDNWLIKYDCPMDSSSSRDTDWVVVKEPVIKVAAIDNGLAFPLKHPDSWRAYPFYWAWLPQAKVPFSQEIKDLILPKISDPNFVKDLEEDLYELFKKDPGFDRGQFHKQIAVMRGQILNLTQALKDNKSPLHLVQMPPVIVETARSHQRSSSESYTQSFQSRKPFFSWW
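Compounds are screened against recombinant PI4K2A using PI as substrate and ATP, the latter dispensed at 300 microM. Reactions run one hour at ambient temperature before ADP-Glo detection; full inhibition defined by wells lacking enzyme.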
Pin1 inh = inhibitors of human Pin1. Q13526. Pin1 FP peptide displacement, HiFluor488, 10 min. Potency, µM (top dose mostly 115 µM), for the others: at the top dose activity, negative = inhibition, hits mostly inhibitors. 390,000 compounds, 0.009% hits; active = well fitted inhibition curve with a large enough effect in the polarisation, with a control signal flat, not every such curve was filed as active; inconclusive = small, poorly fitted or top-dose-only effect, or effect the other way, or a change in a side signal; inactive = no such curve, though single readings can be large or run the other way; the % refers to the polarisation; note: potency is the fitted concentration of half-maximal effect; % is set by controls: 0 for no effect and ±100 for the full control effect
Target sequence (Q13526 whole entry, looked up): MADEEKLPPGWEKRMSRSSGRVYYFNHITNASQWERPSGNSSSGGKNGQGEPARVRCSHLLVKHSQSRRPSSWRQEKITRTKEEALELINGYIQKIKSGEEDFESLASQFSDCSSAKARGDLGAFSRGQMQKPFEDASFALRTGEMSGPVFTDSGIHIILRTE
GLS inhibitor = blocks human kidney-isoform glutaminase activity; O94925; GLS enzymatic activity, qHTS titration; Potency, µM (top dose mostly 45.5 µM), without a hit: at the highest dose activity change, negative = inhibition, actives largely listed as inhibitors; 410,000 compounds, 0.21% hits; AID 624170; note: potency is the fitted concentration of half-maximal effect; % is set by controls: 0 for no effect and ±100 for the full control effect
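Enzyme dispensed in phosphate buffer (45 mM, pH 8.2, 0.02% Tween-20), compounds pinned in, then 1 mM L-glutamine solution and the glutamate oxidase–HRP–Amplex Red mix added; fluorescence read immediately and again after 30 min at room temperature.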
BAZ2B inh = inhibitors of human BAZ2B bromodomain | AlphaScreen BAZ2B-H3K14Ac peptide displacement | Potency, µM (doses to about 114 µM), for inactives: at the top dose activity change, negative = inhibition, usual class: inhibitors | 360,000 compounds, 4.4% hits | AID 504333; note: potency is the fitted concentration of half-maximal effect; % is set by controls: 0 for no effect and ±100 for the full control effect; nearly all actives have a fitted effect of over 60% in size
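Compounds, titrated to a top concentration of 110 uM, were incubated 30 min at room temperature with preformed BAZ2B/acetyl-K14 H3 peptide complex (50 nM each). Proximity signal was measured by AlphaScreen after 20 min with beads.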
An asterisk follows results filed as active; i = inactive; ? = inconclusive; · = no result given; [ ] = another dose, or the depositor's remark. Unless noted, calls come from the whole dose curve; as a rule, active = well fitted curve in the direction sought with a large enough effect; inconclusive = small, poorly fitted or top-dose-only effect, or another doubt; inactive = no such curve, though single readings can be large; an effect the other way counts as inactive or inconclusive. The list is partial; rates above refer to the full screens.

SMILES | PGK inhibitor | HP1b binding inh | JMJD2A Tudor | POLH inh | G9a block | PI4K2A block | Pin1 inh | GLS inhibitor | BAZ2B inh
CCCCc1cc(=O)oc2cc(OC(C)C(=O)NCc3ccccn3)c(Cl)cc12 (centres undefined) | -1% | 25% | -4% | 6% | 2%[59 µM] | 2 | 2% | 4% | -13%
CCOC(=O)N1CCN(C(=O)CCNS(=O)(=O)c2ccc3c(c2)c(=O)n(C)c(=O)n3C)CC1 | i | 32% | -10% | -11% | -5% | 5 | -7% | 4% | 0%
O=C(CCS(=O)(=O)Cc1ccccc1)Nc1nnc(C(F)(F)F)s1 | -9% | 27% | 2% | -14% | ? | -2 | -1% | -8% | 1%
CCCCCCN1C[C@@H](O)[C@H](n2cc(C3CC3)nn2)C[C@@H]1c1ccccc1 | -1% | · | · | -17% | · | 4 | · | 0% | ·
COc1ccc(-c2noc(Cn3c(=O)c4ccccc4n(CC(=O)Nc4cccc(C(F)(F)F)c4)c3=O)n2)cc1 | i | 40%[activator] | -12% | -11% | -2%[59 µM] | 3 | 29% | -1% | -13%
CCc1c(C)c2ccc(OC3CCCCC3=O)cc2oc1=O (centres undefined) | -1% | 12% | -8% | -1% | -33%[2.33 µM] | 0 | 0% | 0% | 0%
CCn1c(SCC(=O)Nc2cccc(NC(C)=O)c2)nnc1C(C)C | -3% | 40%[activator] | -12% | -2% | -4%[59 µM] | -2 | 1% | 3% | 13%
CCOC(=O)CSc1nc(C)c(C(C)=O)cc1C(N)=O | -1% | 4% | -18% | -2% | · | -1 | -2% | 12% | -2%
CCCCOc1ccc(/C=N/NC(=O)c2csc(C)c2C)cc1 | i | 15% | -22% | -3% | -8%[59 µM] | 5 | 6% | 12% | 2%
Cc1cc(-c2ccccc2)n[nH]1 | -9% | 30% | -17% | -5% | -18% | 3 | -5% | 2% | -12%
CC1Cc2ccccc2N1C(=O)CN1CCc2ccccc2C1 (centres undefined) | -2% | 12% | -25% | -15% | -19% | -8 | -6% | -6% | -3%
CCOC(=O)C1=C(C)N(C)C(=S)N(C)C1c1ccc(OC)cc1 (centres undefined) | 4% | 21% | -1% | -2% | 4% | 12 | 2% | 27% | 6%
CC12CCC(C(=O)Nc3ncc([N+](=O)[O-])s3)(OC1=O)C2(C)C (centres undefined) | -10% | 13% | -12% | 7% | -13%[12.7 µM] | -1 | -1% | -3% | ?
CCc1nnc(NC(=O)c2ccc(COc3ccc(C)cc3)o2)s1 | -9% | 37% | -15% | -11% | ? | 0 | 13% | -7% | 11%
CC1CCN(S(=O)(=O)c2ccc(C(=O)Nc3ncccc3O)cc2)CC1 | -5% | 22% | -22% | ? | 21% | 0 | -1% | 0% | -19%
Clc1ncnc2[nH]ccc12 | 1% | 28%[57 µM] | -10% | 4% | · | -15 | 6% | -6% | ·
Cc1oc(-c2cccc(Cl)c2)nc1CS(=O)(=O)CC(=O)NC1CCCC1 | i | 49%[activator] | -8% | -4% | ? | -2 | -4% | -2% | -11%[57.1 µM]
CN(c1ccccc1)c1ccc(/C=C/[N+](=O)[O-])cc1 | -2% | 10%[57 µM] | ? | ? | ? | 27 | 50%[activator] | 0% | -16%
Cc1csc(NC(=O)CSc2nsc(SCC(=O)Nc3nc(C)cs3)c2C#N)n1 | -15% | -7% | -34% | -4% | ? | -2 | ? | -11% | ?
CCOc1ccc(-c2cc(C(=O)OC)[nH]n2)cc1 | i | 33% | -4% | -21% | · | 0 | 0% | -8% | 9%
CCNc1ccc(S(=O)(=O)N2CCCCC2)cn1 | -7% | 55%[activator] | -9% | -20% | 21%[12.7 µM] | 0 | -1% | -8% | -2%
O=C(NCCCOc1cccc(CN2CCCCC2)c1)c1ccc(Cl)c(Cl)c1 | -7% | ? | 3.5µM* | -16% | 10µM* | 6 | -1% | -12% | ?
OCC1(CCOc2ccccc2)CCN(Cc2cn[nH]c2-c2ccccc2)CC1 | -2% | 46%[activator] | -2% | -5% | -1% | -1 | 4% | -7% | 5%
COC(=O)c1c(-c2ccccc2)csc1NC(=O)C1CC=CCC1C(=O)O (centres undefined) | -14% | ? | 50µM* | 1% | 45µM* | 2 | 2% | 3% | ?
N#Cc1ccccc1Cn1nnc2c(=O)[nH]c(C3CCCN(S(=O)(=O)c4ccc(F)cc4)C3)nc21 (centres undefined) | 7% | 15% | -9% | -2% | -15%[59 µM] | 1 | 8% | -8% | 4%
CCOCCCNC(=O)c1ccc(CS(=O)(=O)Cc2cccc(C)c2)o1 | -7% | -1% | -10% | -10% | 37%[0.501 µM] | 0 | 4% | -10% | 3%
CCC(C)NC(=O)c1cn(CC)c2ccc(S(=O)(=O)N3CCc4ccccc4C3)cc2c1=O (centres undefined) | i | 10% | -28% | -19% | -27%[59 µM] | -3 | 0% | -6% | ·
CCOC(=O)c1cc2c(C)n(-c3ccc(N(C)C)cc3)c(C)c2cc(C(=O)OCC)c1=O | 2% | 17% | -23% | -10% | -49% | -7 | -7% | 14% | -25%
COc1cc(CNC(C)c2ccccc2)cc(Cl)c1OCC(=O)Nc1ccccc1 (centres undefined) | -7% | 45%[activator] | 3% | -9% | ? | -2 | 3% | 0% | -35%
COc1ccc(NS(=O)(=O)c2ccc3c(c2)NC(=O)CCS3)c(OC)c1 | 1% | 20% | 6% | 0% | -9%[59 µM] | 3 | -6% | 10% | 6%[57.1 µM]
COCCCNC(=O)c1ccc(C2SCC(=O)N2Cc2ccco2)cc1 (centres undefined) | 3% | 24% | 9% | -11% | -5%[12.7 µM] | 0 | 0% | -5% | -26%
O=C(Cc1ccc(Cl)cc1)Nc1ccc2oc(-c3ccccc3)nc2c1 | -2% | 22% | -6% | -15% | 6%[59 µM] | 1 | 4% | -1% | 1%
O=C1CNC(=O)/C1=C/c1ccccc1 | 2% | 38% | 0% | 7% | 24%[59 µM] | 0 | -5% | 0% | 37%
COc1cccc(NC(=O)COc2coc(CN3CCc4ccccc4C3)cc2=O)c1 | -2% | 26% | -36% | ? | 0%[0.501 µM] | -3 | 19% | 6% | -2%
CC(Sc1nc2ccccc2c(=O)n1CC1CCCO1)C(=O)N(C)Cc1ccccc1 (centres undefined) | 4% | 23% | -12% | -20% | 2% | -19 | -1% | 0% | -14%
COCc1c(Br)c(C)nc2sc3c(=O)[nH]nnc3c12 | -1% | 29% | -14% | 16% | 35µM* | -3 | -2% | 8% | 56µM*
COc1ccc(-c2cc(C(=O)Oc3ccc(Br)cc3)c3ccccc3n2)cc1 | -2% | 102%[activator] | 63%[activator] | -19% | 70%[activator][59 µM] | -1 | ? | -2% | 37%
O=C(Nc1ccccc1)C1COc2ccccc2O1 (centres undefined) | -10% | 15% | -2% | 5% | 21% | -1 | -5% | -4% | -1%
Cc1cnc(NC(=O)Nc2ccc(Cl)cc2)s1 | 1% | 22% | -10% | 5% | 50µM* | -5 | 6% | 4% | 16%
CC(C)Cn1c(=O)c2ccccc2n2c(CCC(=O)Nc3ccc(F)c(F)c3)nnc12 | 6% | 29% | 0% | -9% | -1%[59 µM] | 0 | 16% | -2% | -1%

Part of the list above, reduced to HP1b binding inh.
smiles | HP1b binding inh
COc1cc(CNC(C)c2ccccc2)cc(Cl)c1OCC(=O)Nc1ccccc1 (centres undefined) | 45%[activator]
COc1ccc(NS(=O)(=O)c2ccc3c(c2)NC(=O)CCS3)c(OC)c1 | 20%
COCCCNC(=O)c1ccc(C2SCC(=O)N2Cc2ccco2)cc1 (centres undefined) | 24%
O=C(Cc1ccc(Cl)cc1)Nc1ccc2oc(-c3ccccc3)nc2c1 | 22%
O=C1CNC(=O)/C1=C/c1ccccc1 | 38%
COc1cccc(NC(=O)COc2coc(CN3CCc4ccccc4C3)cc2=O)c1 | 26%

Some of the entries so far, with each value named.
Structure: O=C(Cc1ccc(Cl)cc1)Nc1ccc2oc(-c3ccccc3)nc2c1
  PGK inhibitor: -2%; HP1b binding inh: 22%; JMJD2A Tudor: -6%; POLH inh: -15%; G9a block: 6%[59 µM]; PI4K2A block: 1; Pin1 inh: 4%; GLS inhibitor: -1%; BAZ2B inh: 1%

Structure: O=C1CNC(=O)/C1=C/c1ccccc1
  PGK inhibitor: 2%; HP1b binding inh: 38%; JMJD2A Tudor: 0%; POLH inh: 7%; G9a block: 24%[59 µM]; PI4K2A block: 0; Pin1 inh: -5%; GLS inhibitor: 0%; BAZ2B inh: 37%

Structure: COc1cccc(NC(=O)COc2coc(CN3CCc4ccccc4C3)cc2=O)c1
  PGK inhibitor: -2%; HP1b binding inh: 26%; JMJD2A Tudor: -36%; POLH inh: ?; G9a block: 0%[0.501 µM]; PI4K2A block: -3; Pin1 inh: 19%; GLS inhibitor: 6%; BAZ2B inh: -2%

(next part)
SMILES | PGK inhibitor | HP1b binding inh | JMJD2A Tudor | POLH inh | G9a block | PI4K2A block | Pin1 inh | GLS inhibitor | BAZ2B inh
COc1ccccc1-c1ccc(=O)n(CC(=O)NCc2cccs2)n1 | -10% | -3% | -6% | -10% | 11% | -2 | -6% | 0% | 0%
O=C(Cn1nnc2ccccc21)c1ccc([N+](=O)[O-])cc1 | 2% | 32% | 0% | -8% | -5%[12.7 µM] | 2 | 1% | 5% | -33%
COc1cccc(C(=O)C2CCCN(CC3=Cc4cc(OC)ccc4OC3)C2)c1 (centres undefined) | -8% | -13% | ? | -10% | ? | 1 | 23% | -6% | ?
O=C(NCc1ccccc1)C1CCCN(S(=O)(=O)c2cccc3nonc23)C1 (centres undefined) | -2% | 27% | -7% | -19% | ? | -7 | 72%[activator] | -2% | -4%
